Screens from PubChem.
KCNK3 inh – human KCNK3 channel inhibitors, primary screen, CHO cells, FluxOR thallium flux, B-score; B-score at 10 µM; 340,000 tested, 0.84% active; Potassium channel subfamily K member 3 (Homo sapiens), O14649; AID 602410, 2012; FluxOR fluorescence; active compounds read low;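 active means B-score under library mean minus 4 SD, starting fluorescence ratio at most library mean plus 5 SD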;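 further: more negative B-score means stronger inhibition of thallium flux through KCNK3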
Target sequence (O14649 whole entry, looked up): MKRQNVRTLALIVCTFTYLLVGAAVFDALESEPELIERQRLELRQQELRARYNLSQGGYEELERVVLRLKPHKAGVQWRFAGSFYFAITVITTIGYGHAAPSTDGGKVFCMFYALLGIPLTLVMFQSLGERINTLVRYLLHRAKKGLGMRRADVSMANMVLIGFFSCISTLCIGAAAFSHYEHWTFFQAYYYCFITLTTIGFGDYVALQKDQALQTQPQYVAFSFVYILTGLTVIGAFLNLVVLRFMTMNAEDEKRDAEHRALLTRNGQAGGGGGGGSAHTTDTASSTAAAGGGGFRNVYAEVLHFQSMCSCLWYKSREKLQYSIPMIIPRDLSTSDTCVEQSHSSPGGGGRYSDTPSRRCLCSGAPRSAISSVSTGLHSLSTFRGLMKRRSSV
KCNQ1 block – inhibitors of human KCNQ1 channel, primary screen, cell-based, thallium flux, high-throughput | Potassium voltage-gated channel subfamily KQT member 1 (Homo sapiens), P51787 | CHO-K1 KCNQ1, FluxOR thallium flux fluorescence; active compounds read high | B-score at 10 µM | 310,000 tested, 1.3% active | AID 2642, 2010;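 active means compounds whose thallium flux B-score, printed positive for inhibition, exceeds three library SD while starting fluorescence stays within three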;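 further: channel opened by potassium depolarization with thallium stimulus after 20 min compound exposure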
Target sequence (P51787 whole entry, looked up): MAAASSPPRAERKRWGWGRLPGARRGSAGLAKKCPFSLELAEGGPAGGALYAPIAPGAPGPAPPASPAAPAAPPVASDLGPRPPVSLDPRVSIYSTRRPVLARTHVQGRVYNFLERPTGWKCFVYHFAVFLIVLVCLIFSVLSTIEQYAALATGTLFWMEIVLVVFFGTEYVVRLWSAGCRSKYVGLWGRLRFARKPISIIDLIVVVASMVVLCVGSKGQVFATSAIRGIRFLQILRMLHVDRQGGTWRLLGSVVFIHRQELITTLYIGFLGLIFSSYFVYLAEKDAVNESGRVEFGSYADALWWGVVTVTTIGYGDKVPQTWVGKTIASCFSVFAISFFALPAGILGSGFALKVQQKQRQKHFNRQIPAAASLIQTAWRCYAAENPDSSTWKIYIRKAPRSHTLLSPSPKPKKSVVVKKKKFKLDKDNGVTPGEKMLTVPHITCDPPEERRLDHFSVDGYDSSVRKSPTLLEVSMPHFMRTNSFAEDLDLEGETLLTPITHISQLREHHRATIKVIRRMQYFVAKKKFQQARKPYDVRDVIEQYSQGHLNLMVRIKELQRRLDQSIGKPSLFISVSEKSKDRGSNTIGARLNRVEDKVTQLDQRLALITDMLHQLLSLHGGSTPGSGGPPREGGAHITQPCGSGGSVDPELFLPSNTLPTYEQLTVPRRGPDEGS
TRPC4 block – inhibitors of mouse TRPC4 channel, primary screen, Fluo4 calcium, HEK293 TRPC4beta/mu-opioid cells; Short transient receptor potential channel 4 (Mus musculus), Q9QUQ5; DAMGO-evoked Fluo4 calcium flux; active compounds read low; B-score at 10 µM; 300,000 tested, 0.39% active;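 active means B-score over 3 SD under the library average, no early fluorescence shift, positive overall ratio signal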
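Material: HEK293 cells with stable TRPC4beta plus mu-opioid receptor expression; probe or stimulus: DAMGO in two steps, submaximal then maximal; technique: Fluo4 calcium fluorescence by kinetic imaging, 5 s 1 Hz baseline; measure: integrated fluorescence ratio relative to baseline, converted to per-well B score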
KCNK9 block – KCNK9 potassium channel inhibitors, primary screen, HEK293 cells, thallium flux; Potassium channel subfamily K member 9 (Homo sapiens), Q9NPC2; AID 488922, 2010; FluxOR thallium flux fluorescence; active compounds read low; 310,000 tested, 1.2% active; B-score at 10 µM;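 active means ratio B-score over 3 SD below the library mean, with starting fluorescence within 5 SD of its mean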;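 further: negative B-score means less thallium flux so channel inhibition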
TRPC4 act – activators of mouse TRPC4 channel, primary screen, Fluo4 calcium, HEK293 TRPC4beta/mu-opioid cells. Fluo4 calcium fluorescence; active compounds read high. B-score at 10 µM. 310,000 tested, 0.49% active;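 active means B-score above 5 SD of library B-scores, and initial fluorescence ratio not above library mean plus 5 SD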;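 further: positive B-score marks a calcium rise read as TRPC4 activation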
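Assay system: HEK293 stable line with TRPC4beta plus mu-opioid receptor. Times: dye 45 min RT, read 110 s. Measured by: kinetic Fluo4 calcium fluorescence. Measure: B score of integrated ratio. Controls: assay buffer as low control, maximal DAMGO as high control.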
Platelet DG rel – inhibitors of platelet dense granule secretion, primary screen, cell-based, MLPCN, human platelets. human platelet-rich plasma, SFLLRN dense granule ATP release, luminescence. AID 1663, 2009. 300,000 tested, 0.22% active. inhibition, %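 (compounds screened at 7.5 µM in platelet-rich plasma)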;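 active means mean replicate score, as percent of positive control, at or above 50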
DYRK1A inh – rat Dyrk1A kinase inhibitors, primary screen, biochemical, single point, plate reader; ADP-Glo luminescence, NFATc1 peptide; inhibition, % at 12.5 µM; 310,000 tested, 0.43% active; in the data active means inhibition above about 50%;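 further: plate controls were vehicle with enzyme for no effect and no enzyme for full effect; many of its hits are not listed in these tables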
PolyA inh – polyadenylation inhibitors in yeast reporter cells, primary screen, luminescence, S. cerevisiae. S. cerevisiae SKY197-pL101 polyadenylation reporter, beta-gal luminescence; efflux-impaired pdr1/pdr3 knockout yeast; score 100 = 6 SD above DMSO. calls only at 12 µM. 300,000 tested, 0.02% active. AID 1875, 2009;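 active means lowest replicate activity score at least 50, where 100 means six control SD above control mean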;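 further: yeast exposed to compound for 9 h at 30 °C; higher score means more reporter readthrough which indicates perturbed polyadenylation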
TRPC4 potent – positive allosteric modulators of TRPC4, primary screen, cell-based, mouse TRPC4beta, HEK293 mu-opioid, Fluo-4 calcium. Short transient receptor potential channel 4 (Mus musculus), Q9QUQ5. DAMGO EC20, Fluo-4 Ca2+ flux; active compounds read high. B-score at 10 µM. 310,000 tested, 0.42% active. AID 2227, 2009;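 active means B-score of calcium response area above 5 SD of library B-scores, with initial fluorescence ratio within 5 SD of library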;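 further: B-score of integrated fluorescence ratio over time as area under calcium response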
hERG protect – hERG rescue from dofetilide block, primary screen, cell-based, CHO-hERG, FluxOR thallium flux, dofetilide IC70. Voltage-gated inwardly rectifying potassium channel KCNH2 (Homo sapiens), Q12809. dofetilide IC70 present. activation (rescue from dofetilide block), less the hit threshold, % at 10 µM. 310,000 tested, 0.51% active. AID 1511, 2009;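 active means activation above the mean of controls blocked by dofetilide plus 5 SD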;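 further: thallium influx through hERG after potassium depolarization seen as dye fluorescence rise; in these data hits start at about 4.7%; inactives centre near -7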
KCNQ1 act – potentiators or activators of KCNQ1 channel, primary screen, cell-based, thallium flux, high-throughput; Potassium voltage-gated channel subfamily KQT member 1 (Homo sapiens), P51787; CHO-K1 KCNQ1, thallium flux FluxOR fluorescence; active compounds read high; B-score at 10 µM; 310,000 tested, 0.35% active; AID 2648, 2010;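 active means fluorescence ratio B-score, a plate-corrected score, at least three library SD, with initial intensity B-score within 5 SD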
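Schedule – 37 °C overnight plating, 90-min dark dye load, 20-min compound pretreatment · System – stable KCNQ1 CHO-K1 line · Probe or stimulus – thallium- and potassium-containing depolarizing buffer · Measured by – kinetic FluxOR fluorescence, 10 s baseline plus 110 s post-stimulus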
The depositor's hits bear a star. These rows are one share of the data; count on the stated rates, not on these rows.

Cc1ccc(S(=O)(=O)NNC(=O)Nc2cccc3ccccc23)cc1 was read as KCNK3 inh inactive, KCNQ1 block inactive, TRPC4 block inactive, KCNK9 block inactive, TRPC4 act inactive, Platelet DG rel 15, DYRK1A inh -5, PolyA inh inactive, TRPC4 potent inactive, hERG protect -5 and KCNQ1 act inactive.
For COc1ccc(-n2c(=O)n(Cc3ccccc3)c(=O)c3[nH]cnc32)cc1 the results were KCNK3 inh inactive, KCNQ1 block inactive, TRPC4 block inactive, KCNK9 block inactive, TRPC4 act inactive, Platelet DG rel -2, DYRK1A inh 8, PolyA inh inactive, TRPC4 potent inactive, hERG protect -4 and KCNQ1 act inactive.
Screening COc1ccc(COCC(O)CN2CCC(CN3C(=O)c4cccc5cccc(c45)C3=O)CC2)cc1OC (stereo unspecified) returned KCNK3 inh inactive, KCNQ1 block inactive, TRPC4 block inactive, KCNK9 block inactive, TRPC4 act inactive, Platelet DG rel 3, DYRK1A inh 0, PolyA inh inactive, TRPC4 potent inactive, hERG protect -7 and KCNQ1 act inactive.
`CCCC(=O)NC(=S)Nc1ccccc1F` gave KCNK3 inh inactive, KCNQ1 block inactive, TRPC4 block inactive, KCNK9 block inactive, TRPC4 act inactive, Platelet DG rel -2, DYRK1A inh 0, PolyA inh inactive, TRPC4 potent inactive, hERG protect -8 and KCNQ1 act inactive.
For CCN(CC)C(=O)CC(c1ccc2c(c1)OCO2)c1c(OC)cc(OC)c2c(-c3ccccc3)cc(=O)oc12 (stereo unspecified) the results were KCNK3 inh inactive, KCNQ1 block inactive, TRPC4 block inactive, KCNK9 block inactive, TRPC4 act inactive, Platelet DG rel 0, DYRK1A inh 4, PolyA inh inactive, TRPC4 potent inactive, hERG protect -9 and KCNQ1 act inactive.
`CCOC(=O)c1cc(NC(=O)Nc2nccs2)c(C)nc1C` gave KCNK3 inh inactive, KCNQ1 block inactive, TRPC4 block inactive, KCNK9 block inactive, TRPC4 act inactive, Platelet DG rel -6, DYRK1A inh 0, PolyA inh inactive, TRPC4 potent inactive, hERG protect -4 and KCNQ1 act inactive.
Screening O=C(Nc1ccc(F)cc1F)c1cc(Cl)sc1Cl returned KCNK3 inh inactive, KCNQ1 block inactive, TRPC4 block inactive, KCNK9 block inactive, TRPC4 act inactive, Platelet DG rel -2, DYRK1A inh 3, PolyA inh inactive, TRPC4 potent inactive, hERG protect -6 and KCNQ1 act inactive.
`CC(=O)Nc1sc(-c2ccc(Cl)cc2)nc1-c1ccccc1` gave KCNK3 inh inactive, KCNQ1 block inactive, TRPC4 block inactive, KCNK9 block inactive, TRPC4 act inactive, Platelet DG rel 2, DYRK1A inh 2, PolyA inh inactive, TRPC4 potent inactive, hERG protect -10 and KCNQ1 act inactive.
For O=C(NC1CCCCC1)C(c1ccccc1F)N(C(=O)c1csnn1)C1CCCC1 (stereo unspecified) the results were KCNK3 inh inactive, KCNQ1 block inactive, TRPC4 block inactive, KCNK9 block inactive, TRPC4 act inactive, Platelet DG rel -2, DYRK1A inh -4, PolyA inh inactive, TRPC4 potent inactive, hERG protect -4 and KCNQ1 act inactive.
Screening CC1CCN(CCCNC(=O)CN2C(=O)CSc3ccc(S(=O)(=O)N4CCCCC4)cc32)CC1 returned KCNK3 inh inactive, KCNQ1 block inactive, TRPC4 block inactive, KCNK9 block inactive, TRPC4 act inactive, Platelet DG rel -16, DYRK1A inh -3, PolyA inh inactive, TRPC4 potent inactive, hERG protect -8 and KCNQ1 act inactive.
COc1ccc2cc(CCNC(=O)CC(C)(C)C)c(=O)[nH]c2c1 was read as KCNK3 inh inactive, KCNQ1 block inactive, TRPC4 block inactive, KCNK9 block inactive, TRPC4 act inactive, Platelet DG rel -9, DYRK1A inh -3, PolyA inh inactive, TRPC4 potent inactive, hERG protect 1 and KCNQ1 act inactive.
COc1ccc2c(c1OC)C(=O)OC2Nc1nc(-c2cc3cc([N+](=O)[O-])ccc3oc2=O)cs1 (stereo unspecified) was read as KCNK3 inh inactive, KCNQ1 block inactive, TRPC4 block inactive, KCNK9 block inactive, TRPC4 act inactive, Platelet DG rel 8, DYRK1A inh -3, PolyA inh inactive, TRPC4 potent inactive, hERG protect -4 and KCNQ1 act inactive.
Screening CCCCCc1c(C)nc(SCC(=O)O)[nH]c1=O returned KCNK3 inh inactive, KCNQ1 block inactive, TRPC4 block inactive, KCNK9 block inactive, TRPC4 act inactive, Platelet DG rel 7, DYRK1A inh 15, PolyA inh inactive, TRPC4 potent inactive, hERG protect 0 and KCNQ1 act inactive.
For COc1ccccc1N1CCN(Cc2c[nH]c3ccccc23)CC1 the results were KCNK3 inh inactive, KCNQ1 block inactive, TRPC4 block inactive, KCNK9 block inactive, TRPC4 act inactive, Platelet DG rel -5, DYRK1A inh 2, PolyA inh inactive, TRPC4 potent inactive, hERG protect -1 and KCNQ1 act inactive.
`Cc1ccc([N+](=O)[O-])cc1S(=O)(=O)NCCc1c(C)[nH]c2ccccc12` gave KCNK3 inh inactive, KCNQ1 block inactive, TRPC4 block inactive, KCNK9 block inactive, TRPC4 act inactive, Platelet DG rel 18, DYRK1A inh 5, PolyA inh inactive, TRPC4 potent inactive, hERG protect -8 and KCNQ1 act inactive.
`O=C(CSc1nc(-c2cccs2)cc(C(F)(F)F)n1)NCc1ccccc1` gave KCNK3 inh inactive, KCNQ1 block inactive, TRPC4 block inactive, KCNK9 block inactive, TRPC4 act inactive, Platelet DG rel 3, DYRK1A inh 3, PolyA inh inactive, TRPC4 potent inactive, hERG protect -12 and KCNQ1 act inactive.
Cc1ccc(/C=N/N=C/c2ccc(C)s2)s1 was read as KCNK3 inh inactive, KCNQ1 block inactive, TRPC4 block inactive, KCNK9 block inactive, TRPC4 act inactive, Platelet DG rel -3, DYRK1A inh 2, PolyA inh inactive, TRPC4 potent inactive, hERG protect -8 and KCNQ1 act inactive.
CC1CN(C(=O)CCC(=O)NCc2ccccc2Cl)c2ccccc2S1 (stereo unspecified) was read as KCNK3 inh inactive, KCNQ1 block inactive, TRPC4 block inactive, KCNK9 block inactive, TRPC4 act inactive, Platelet DG rel 3, DYRK1A inh 12, PolyA inh inactive, TRPC4 potent inactive, hERG protect -9 and KCNQ1 act inactive.
C/C=C(\C)C(=O)NCCN1C2=NC[C@@H](C)N2C[C@H]1Cc1ccc(O)cc1 was read as KCNK3 inh inactive, KCNQ1 block inactive, TRPC4 block inactive, KCNK9 block inactive, TRPC4 act inactive, Platelet DG rel -2, DYRK1A inh 38, PolyA inh inactive, TRPC4 potent inactive, hERG protect -4 and KCNQ1 act inactive.
N#CNC1=NCN(Cc2ccccc2)CN1 was read as KCNK3 inh inactive, KCNQ1 block inactive, TRPC4 block inactive, KCNK9 block inactive, TRPC4 act inactive, Platelet DG rel -3, DYRK1A inh 1, PolyA inh inactive, TRPC4 potent inactive, hERG protect -11 and KCNQ1 act inactive.
For CCOC(=O)c1oc2cc(O)cc(C)c2c(=O)c1-c1cscn1 the results were KCNK3 inh inactive, KCNQ1 block inactive, TRPC4 block inactive, KCNK9 block inactive, TRPC4 act inactive, Platelet DG rel 16, DYRK1A inh 50, PolyA inh inactive, TRPC4 potent inactive, hERG protect -5 and KCNQ1 act inactive.
For CCOC(=O)Cc1csc(NC(=O)CCNS(=O)(=O)c2ccc3c(c2)CCC(=O)N3)n1 the results were KCNK3 inh inactive, KCNQ1 block inactive, TRPC4 block inactive, KCNK9 block inactive, TRPC4 act inactive, Platelet DG rel 1, DYRK1A inh 2, PolyA inh inactive, TRPC4 potent inactive, hERG protect -11 and KCNQ1 act inactive.
Screening COc1ccc(N2CCN(S(=O)(=O)c3ccc(-n4cnnn4)c(C)c3)CC2)cc1 returned KCNK3 inh inactive, KCNQ1 block inactive, TRPC4 block inactive, KCNK9 block inactive, TRPC4 act inactive, Platelet DG rel 7, DYRK1A inh -3, PolyA inh inactive, TRPC4 potent inactive, hERG protect -5 and KCNQ1 act inactive.
Screening CCCCOC(=O)c1[nH]c2c(c1C)C(=O)CC(c1cc(OC)c(OC)c(OC)c1)C2 (stereo unspecified) returned KCNK3 inh inactive, KCNQ1 block inactive, TRPC4 block inactive, KCNK9 block inactive, TRPC4 act inactive, Platelet DG rel 5, DYRK1A inh -6, PolyA inh inactive, TRPC4 potent inactive, hERG protect -8 and KCNQ1 act inactive.
CC(OC(=O)C1CCN(S(=O)(=O)c2ccccc2)CC1)C(=O)Nc1ncc(Cl)cc1Cl (stereo unspecified) was read as KCNK3 inh inactive, KCNQ1 block inactive, TRPC4 block inactive, KCNK9 block inactive, TRPC4 act inactive, Platelet DG rel 0, DYRK1A inh 1, PolyA inh inactive, TRPC4 potent inactive, hERG protect -8 and KCNQ1 act inactive.

Among those listed so far, these have a nitro group on carbon.
COc1ccc2c(c1OC)C(=O)OC2Nc1nc(-c2cc3cc([N+](=O)[O-])ccc3oc2=O)cs1 (stereo unspecified) was read as KCNK3 inh inactive, KCNQ1 block inactive, TRPC4 block inactive, KCNK9 block inactive, TRPC4 act inactive, Platelet DG rel 8, DYRK1A inh -3, PolyA inh inactive, TRPC4 potent inactive, hERG protect -4 and KCNQ1 act inactive.
`Cc1ccc([N+](=O)[O-])cc1S(=O)(=O)NCCc1c(C)[nH]c2ccccc12` gave KCNK3 inh inactive, KCNQ1 block inactive, TRPC4 block inactive, KCNK9 block inactive, TRPC4 act inactive, Platelet DG rel 18, DYRK1A inh 5, PolyA inh inactive, TRPC4 potent inactive, hERG protect -8 and KCNQ1 act inactive.
